Rpn11 block: Rpn11 (PSMD14) deubiquitinase inhibitors, primary screen, biochemical, fluorescence polarization, uHTS. 26S proteasome non-ATPase regulatory subunit 14 (Homo sapiens), O00487. human 26S proteasome, Ub4-pepOG fluorescence polarization; 20S core pre-blocked with epoxomicin. calls only at 20 µM. actives 0.59% (n = 360,000). AID 588493, 2011;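 active = inhibition at 20 µM, scaled to each plate's controls, above about 33%, limit read from the data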
Target sequence (O00487 whole entry, looked up): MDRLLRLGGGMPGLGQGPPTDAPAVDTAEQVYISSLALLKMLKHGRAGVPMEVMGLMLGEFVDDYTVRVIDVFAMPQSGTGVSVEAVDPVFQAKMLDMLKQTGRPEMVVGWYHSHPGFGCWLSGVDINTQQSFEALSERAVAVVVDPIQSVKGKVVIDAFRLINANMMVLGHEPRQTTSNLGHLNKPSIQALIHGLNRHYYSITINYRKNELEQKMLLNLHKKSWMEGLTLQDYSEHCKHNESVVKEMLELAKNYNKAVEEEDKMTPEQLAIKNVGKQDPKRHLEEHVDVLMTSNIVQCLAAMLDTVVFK
MsrA inh: bovine MsrA enzyme inhibitors, primary screen, biochemical, absorbance, HTS | Methionine sulfoxide reductase A (Bos taurus) | purified bovine MsrA, absorbance read-out | inhibition, % at 15.5 µM | actives 0.75% (n = 360,000); in the data active = inhibition above about 4.5%;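 also: 0% = vehicle wells with enzyme and 100% = reference inhibitor wells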
PABP1 MLLE inh: inhibitors of PABP1 MLLE–PAM2 peptide binding, primary screen, biochemical, fluorescence polarization, FITC-PAM2, GST-MLLE | Polyadenylate-binding protein 1 (Homo sapiens), P11940 | inhibition, % at 20 µM | actives 0.36% (n = 360,000); in the data active = inhibition above about 35%, passing the limit was not always enough;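 also: plate controls were DMSO wells with GST-MLLE for no effect and wells lacking GST-MLLE protein for full effect; some results filed as inactive read as strong as hits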
Rin1-Abl PPI inh: inhibitors of Rin1-Abl protein binding, primary screen, biochemical, TR-FRET; inhibition, % at 7.35 µM; actives 0.4% (n = 360,000); in the data active = inhibition above about 5%, passing the limit was not always enough
MsrA act: bovine MsrA enzyme activators, primary screen, biochemical, absorbance, HTS; Methionine sulfoxide reductase A (Bos taurus); purified bovine MsrA, absorbance read-out; activation, % at 10.6 µM; actives 0.3% (n = 360,000); AID 602163, 2012; in the data active = activation above about 7.5%;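 also: 0% = vehicle and 100% = reference activator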
MT1-MMP act inh: blockers of MT1-MMP proenzyme processing, primary screen, HT1080 RFP-PRO-GFP cells, GFP/RFP fluorescence; Matrix metalloproteinase-14 (Homo sapiens), P50281; GFP/RFP ratio fluorescence, overnight; percent of plate control window, DMSO zero; GFP/RFP ratio change, % at 20 µM; actives 0.061% (n = 360,000); AID 651647, 2012;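 active = GFP/RFP ratio change of at least 30% with cell ATP level not reduced by more than half and red fluorescence within 50% of control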; also: strong numbers were not always called active
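Material: RFP-PRO-GFP reporter HT1080 cells. Dosing: single-point 20 µM compound, 1% DMSO. Controls: DMSO and RFP-L50D-GFP cell wells. Timing: cells overnight before dosing, compound overnight, 37 °C, 5% CO2. Measure: GFP/RFP fluorescence ratio.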
FAS TE block: FAS thioesterase domain inhibitors, primary screen, biochemical, fluorescence intensity, uHTS; recombinant FAS-TE, OMFH fluorogenic substrate, fluorescence endpoint; inhibition, % at 15 µM; actives 0.67% (n = 360,000);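 active = compounds whose normalised, plate-corrected inhibition of enzyme fluorescence in the single-dose primary screen is 50% or more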;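 also: 0% = DMSO with enzyme and 100% = substrate without enzyme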
CSN deneddyl inh: inhibitors of CSN-mediated cullin deneddylation, primary screen, biochemical, fluorescence polarization, uHTS; COP9 signalosome complex subunit 5 (Homo sapiens), Q92905; inhibition, % at 12.5 µM; actives 0.38% (n = 360,000); AID 651999, 2013; Purified CSN, SCF-Nedd8-OG deneddylation;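 active = pattern-corrected inhibition above about 35%, with an unprinted fluorescence ratio check between 0.5 and 1.5, limit read from the data, passing the limit was not always enough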;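 also: 0% = enzyme with substrate and 100% = substrate without enzyme; some results filed as inactive read as strong as hits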
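Schedule: reaction 90 min, room temperature / Assay system: HEK293T-derived human Csn5 enzyme / Input: Csn5 at 0.24 nM final / Measure: inhibition of Csn5 cleavage, % / Control set: substrate-only high control, full reaction low control / Technique: fluorescence polarization of the substrate / Buffer or medium: Tris/NaCl/DTT buffer, pH 7.5 / Reagent: SCFSkp2-Nedd8OG substrate at 10 nM final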
E coli Lon inh: inhibitors of E. coli Lon protease, primary screen, biochemical, fluorescence polarization; purified E. coli Lon protease; actives 0.42% (n = 360,000); P0A9M0; AID 602123, 2011; inhibition, % at 7.94 µM; in the data active = inhibition above about 13%, passing the limit was not always enough;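 also: 0% = enzyme with probe and DMSO and 100% = no enzyme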
Target sequence (P0A9M0 whole entry, looked up): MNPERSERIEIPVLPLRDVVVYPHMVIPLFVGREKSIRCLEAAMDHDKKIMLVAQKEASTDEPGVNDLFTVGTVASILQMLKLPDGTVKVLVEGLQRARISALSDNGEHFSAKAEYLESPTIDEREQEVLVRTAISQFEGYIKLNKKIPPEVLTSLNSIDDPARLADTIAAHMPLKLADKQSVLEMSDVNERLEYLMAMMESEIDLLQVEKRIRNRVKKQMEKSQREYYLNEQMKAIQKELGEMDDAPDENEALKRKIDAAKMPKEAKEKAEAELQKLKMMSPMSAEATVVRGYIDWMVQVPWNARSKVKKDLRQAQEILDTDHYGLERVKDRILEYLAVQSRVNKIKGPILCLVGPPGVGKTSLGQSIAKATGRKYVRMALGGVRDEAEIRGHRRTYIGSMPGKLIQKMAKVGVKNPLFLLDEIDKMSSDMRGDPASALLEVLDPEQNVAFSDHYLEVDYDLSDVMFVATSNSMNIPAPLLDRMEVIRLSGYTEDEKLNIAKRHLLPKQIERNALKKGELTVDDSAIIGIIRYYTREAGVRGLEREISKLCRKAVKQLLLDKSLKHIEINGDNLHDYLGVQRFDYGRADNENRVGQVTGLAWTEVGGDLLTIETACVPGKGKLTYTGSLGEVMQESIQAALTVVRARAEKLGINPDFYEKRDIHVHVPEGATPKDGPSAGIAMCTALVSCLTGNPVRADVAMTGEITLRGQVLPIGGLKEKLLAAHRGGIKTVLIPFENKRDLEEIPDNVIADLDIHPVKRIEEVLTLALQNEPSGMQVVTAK
The depositor's hits bear a star; i = inactive; / = not tested or not shown.

SMILES	Rpn11 block	MsrA inh	PABP1 MLLE inh	Rin1-Abl PPI inh	MsrA act	MT1-MMP act inh	FAS TE block	CSN deneddyl inh	E coli Lon inh
Cc1scc(-c2n[nH]c(=S)n2C(C)c2ccccc2)c1C (centres undefined)	i	-0.4	7	-1	-2	-5	-7	-1	-9
CC(C)(C)OC(=O)NCCc1onc(-c2ccccc2F)c1C(=O)O	i	-0.5	-6	2	4	1	-8	-3	1
CCCS(=O)(=O)N1CCC(C(=O)NCc2ccc(F)cc2)CC1	i	-0.2	-1	0	-7	3	-5	0	-4
O=C(NN=C1CCCC1)c1[nH]c2ccc(Cl)cc2c1-c1ccccc1	i	-0.5	-9	1	-3	-6	22	-3	5
CCCNC(=O)C1(C)CCN1C(=O)c1ccccc1CCc1ccccc1 (centres undefined)	i	0.8	-1	-4	-6	3	-3	3	-1
CCCc1ccc(C(=O)CN2C(=O)C(=O)N(C3CCCC3)C2=O)cc1	i	1.2	1	4	-5	1	1	3	1
CCCNC(=O)c1onc(CSc2ccc(F)cc2)c1C(=O)NCC1CC1	i	-1.4	10	2	-1	-1	13	-4	0
Cc1cccc(-c2cc3nc(C)cc(NCCCn4ccnc4)n3n2)c1	i	1.1	5	2	-2	4	-12	5	-6
CC1CCC(NC(=O)C(Cc2ccccc2)n2cccc2)CC1 (centres undefined)	i	-0.1	-5	1	-6	5	7	1	8
Cn1c(=O)[nH]c(=O)c2c1nc(SCC(O)CCl)n2Cc1ccccc1 (centres undefined)	i	2.3	31	2	-2	-2	-3	3	-3
Cc1ccc([C@H]2C(C(=O)O)=CC[C@@H](c3ccc(Cl)c(Cl)c3)N2S(=O)(=O)c2ccc(C)cc2)cc1	i	-0.6	4	-3	-2	-2	24	3	-6
CCn1c(Cc2ccc(OC)cc2)nnc1SCC(=O)Nc1nc2ccccc2s1	i	-0.8	-7	-3	-2	-6	-5	-2	6
N#CCOC(=O)C1c2ccccc2Oc2ccccc21	i	-1.2	8	3	-8	-3	-1	7	0
CN(C)CCOC(=O)Cc1ccc(Cl)cc1	i	1.5	2	-1	-1	-3	-6	-2	2
NCCCC(N)(C(=O)O)C(F)F (centres undefined)	i	2.1	3	-4	-4	4	-2	0	-1
CCCCc1ccc(NC(=O)c2ccc(N(C)S(C)(=O)=O)cc2)cc1	i	-0.5	2	0	-10	14	-3	-2	-2
CC1=C(C(=O)Nc2ccc(Cl)cc2)C(c2cccs2)n2nnnc2N1 (centres undefined)	i	-0.1	-37	-3	-3	-2	-2	3	14
O=C(C1CCC1)N1CCc2cc(S(=O)(=O)NCC3COc4ccccc4O3)ccc21 (centres undefined)	i	-0.3	7	1	-6	1	20	0	3
COc1ncnc2c1sc1nc(-c3ccccc3)c3c(c12)CCCC3	i	-1.1	-4	3	-5	-4	19	-1	-1
CC1(c2ccccc2)NC(=O)N(CC(=O)N2CCN(S(=O)(=O)c3cccs3)CC2)C1=O (centres undefined)	i	1.0	9	1	-5	-8	-4	-1	8
O=C(O)c1ccc(NS(=O)(=O)c2ccc(N3CCCC3)c([N+](=O)[O-])c2)cc1	i	-0.8	3	0	-3	-3	-5	-2	-2
Cc1cc(C)c2nc(SCc3ccc([N+](=O)[O-])cc3)nc(C)c2c1	i	-0.8	-8	-4	0	-2	9	-2	-10
COc1ccc2c(c1)[C@H]1[C@H](CO2)[C@H](c2ccccc2)[C@]2(C)C(=O)Nc3ccccc3C(=O)N12	i	-0.9	13	4	-3	-13	44	-2	-1
COc1ccccc1N1CCN(CCCCOc2cccc3ccccc23)CC1	i	-0.5	7	0	-1	-1	16	-2	0

For reference, part of the list above:
SMILES	Rpn11 block	MsrA inh	PABP1 MLLE inh	Rin1-Abl PPI inh	MsrA act	MT1-MMP act inh	FAS TE block	CSN deneddyl inh	E coli Lon inh
COc1ccc2c(c1)[C@H]1[C@H](CO2)[C@H](c2ccccc2)[C@]2(C)C(=O)Nc3ccccc3C(=O)N12	i	-0.9	13	4	-3	-13	44	-2	-1
COc1ccccc1N1CCN(CCCCOc2cccc3ccccc23)CC1	i	-0.5	7	0	-1	-1	16	-2	0

Remaining list, next part.
SMILES	Rpn11 block	MsrA inh	PABP1 MLLE inh	Rin1-Abl PPI inh	MsrA act	MT1-MMP act inh	FAS TE block	CSN deneddyl inh	E coli Lon inh
c1ccc(Cc2nnc(-c3ccccc3)o2)cc1	i	-0.5	9	-2	-2	8	-6	-5	-4
COc1ccc2c(c1OC)C(=O)N1c3ccccc3C(=O)N(c3ccc(F)cc3)C21 (centres undefined)	i	-0.5	2	-4	0	-1	1	1	-9
CCOC(=O)C1=C(C)NC(=S)N(C=O)C1c1ccccc1 (centres undefined)	i	-0.1	-124	-6	-2	2	0	-4	1
C/C(Cn1nnc([N+](=O)[O-])n1)=N\NC(=O)c1ccncc1	i	0.8	3	-1	1	-4	-3	-3	-5
C/C(=N/N=C/c1ccc(N(C)C)cc1)c1ccccc1	i	3.3	1	1	-6	1	4	-6	-12
Cc1c(Cl)cccc1NC(=S)N1CCN(C(=O)C2CCCO2)CC1 (centres undefined)	i	0.1	-11	-4	-4	0	-9	-7	-9
CC(NC(=O)C1CCN(Cc2ccc(Oc3ccccc3)cc2)CC1)c1cccc2ccccc12 (centres undefined)	i	-2.0	-18	0	-1	1	17	0	13
COc1ccccc1NS(=O)(=O)c1cc(NC(=O)c2ccccc2F)ccc1N1CCOCC1	i	0.9	31	-3	0	3	27	-1	0
CCN(CC)S(=O)(=O)c1ccc(Cl)c(NC(=O)COC(=O)/C=C/c2cc(OC)c(OC)c(OC)c2)c1	i	-0.7	3	-3	0	5	32	2	-33
COc1ccc(C2c3c(oc4ccccc4c3=O)C(=O)N2c2ccccn2)cc1 (centres undefined)	i	-1.2	-3	-3	-1	4	2	-6	-2
CC/C(=N/O)C(=O)c1ccc(Br)cc1	i	1.1	9	-4	-3	-1	-52	0	-2
COc1cc(C2C(C(=O)/C=C/c3ccccc3)=C(O)C(=O)N2c2ccccn2)ccc1O (centres undefined)	/	3.1	-52	-1	-1	-43	-27	66	-63
CCCC(=O)Nc1sc(C)c(-c2ccc(OC)cc2)c1C#N	i	0.0	8	0	-1	0	-6	2	-4
CCO[C@H]1OC(C(=O)NC2CC2)=C[C@@H](C)[C@@H]1CCCO	i	-1.3	-13	0	-7	-5	-6	0	1
Cc1ccc(NC(=O)c2nc[nH]c2C(=O)NCCCCCCNC(=O)c2[nH]cnc2C(=O)Nc2ccc(C)cc2)cc1	i	-0.7	-3	-1	-2	-2	3	-3	-6
COc1cccc2cc(C(=O)Nc3cc(Cl)ccc3N3CCOCC3)c(=O)oc12	i	/	-10	-1	-5	-1	-4	-1	-16
O=C(COc1cccnc1[N+](=O)[O-])Nc1ccccc1Sc1ccccc1	i	-0.1	-18	0	-6	-1	27	-6	-3
COc1ccc(-c2noc(CN(C)Cc3ccccc3)n2)cc1	i	0.7	1	-3	-3	2	12	3	4
Cc1sc2nc(SCC(=O)N(C)Cc3ccccc3)n(-c3ccccc3)c(=O)c2c1C	i	0.1	7	0	-4	-9	11	-1	-7
COc1ccc(CCNC(=O)CSc2nc(=O)n3cccc(C)c3n2)cc1OC	i	3.3	-6	1	-4	1	-5	-3	-10
O=C(c1ccco1)N1CC2(CC(c3ccc(Cl)cc3)=NO2)CN1Cc1ccc(Br)cc1 (centres undefined)	i	0.4	9	-3	-3	1	34	-2	-1
Cc1cc(NS(=O)(=O)c2ccc(NC(=O)c3ccc(Br)o3)cc2)nc(C)n1	i	1.0	19	4	-1	5	-8	-1	-6
O=C(c1cc(-c2ccc(Cl)s2)nc2ccccc12)N1CCOCC1	i	1.4	-1	-1	-6	0	5	-4	-12
N#Cc1c(NC(=O)c2ccncc2)sc2c1CCC2	i	/	7	-1	-5	-3	0	15	-12
COc1ccc(C2=NOC(Cn3nc(C(=O)NCc4ccc(C)cc4)cc3-c3ccccc3)C2)cc1 (centres undefined)	i	-0.1	10	0	-2	3	22	-2	14
CCC(=O)N(Cc1cc(=O)[nH]c2ccccc12)c1ccccc1OC	i	3.0	-3	2	-1	-2	-1	0	-1
Cc1cc(C)c(S(=O)(=O)Nc2ncn[nH]2)c(C)c1	i	0.3	1	2	-3	-2	-4	-3	-3
O=C(NCC(NS(=O)(=O)OCC(Cl)(Cl)Cl)c1ccccc1)C(F)(F)F (centres undefined)	i	-0.4	-1	-2	-3	2	-13	-1	6
CN(C)CCNc1ncnc2c1ncn2[C@H]1CN(Cc2ccncc2)C[C@@H](CO)O1	i	0.3	-2	2	-6	0	-3	5	-13

A draw from above in order of heavy-atom count, ascending:
SMILES	Rpn11 block	MsrA inh	PABP1 MLLE inh	Rin1-Abl PPI inh	MsrA act	MT1-MMP act inh	FAS TE block	CSN deneddyl inh	E coli Lon inh
CC/C(=N/O)C(=O)c1ccc(Br)cc1	i	1.1	9	-4	-3	-1	-52	0	-2
Cc1cc(C)c(S(=O)(=O)Nc2ncn[nH]2)c(C)c1	i	0.3	1	2	-3	-2	-4	-3	-3
N#Cc1c(NC(=O)c2ccncc2)sc2c1CCC2	i	/	7	-1	-5	-3	0	15	-12
CCO[C@H]1OC(C(=O)NC2CC2)=C[C@@H](C)[C@@H]1CCCO	i	-1.3	-13	0	-7	-5	-6	0	1
CCCC(=O)Nc1sc(C)c(-c2ccc(OC)cc2)c1C#N	i	0.0	8	0	-1	0	-6	2	-4
COc1ccc(-c2noc(CN(C)Cc3ccccc3)n2)cc1	i	0.7	1	-3	-3	2	12	3	4
O=C(c1cc(-c2ccc(Cl)s2)nc2ccccc12)N1CCOCC1	i	1.4	-1	-1	-6	0	5	-4	-12
CCC(=O)N(Cc1cc(=O)[nH]c2ccccc12)c1ccccc1OC	i	3.0	-3	2	-1	-2	-1	0	-1
Cc1cc(NS(=O)(=O)c2ccc(NC(=O)c3ccc(Br)o3)cc2)nc(C)n1	i	1.0	19	4	-1	5	-8	-1	-6
COc1cccc2cc(C(=O)Nc3cc(Cl)ccc3N3CCOCC3)c(=O)oc12	i	/	-10	-1	-5	-1	-4	-1	-16
CN(C)CCNc1ncnc2c1ncn2[C@H]1CN(Cc2ccncc2)C[C@@H](CO)O1	i	0.3	-2	2	-6	0	-3	5	-13
O=C(c1ccco1)N1CC2(CC(c3ccc(Cl)cc3)=NO2)CN1Cc1ccc(Br)cc1 (centres undefined)	i	0.4	9	-3	-3	1	34	-2	-1
COc1cc(C2C(C(=O)/C=C/c3ccccc3)=C(O)C(=O)N2c2ccccn2)ccc1O (centres undefined)	/	3.1	-52	-1	-1	-43	-27	66	-63
COc1ccc(C2=NOC(Cn3nc(C(=O)NCc4ccc(C)cc4)cc3-c3ccccc3)C2)cc1 (centres undefined)	i	-0.1	10	0	-2	3	22	-2	14
Cc1ccc(NC(=O)c2nc[nH]c2C(=O)NCCCCCCNC(=O)c2[nH]cnc2C(=O)Nc2ccc(C)cc2)cc1	i	-0.7	-3	-1	-2	-2	3	-3	-6

Source: PubChem
